# TGFb inhibitor = blocks TGF-b signaling; HepG2 CAGA-GFP TGF-b/SMAD3 reporter, GFP fluorescence, 18 h; TGF-beta stimulated, 500 pg/mL final; Potency, µM (doses to about 46.1 µM), for the others: at the highest dose activity, negative = inhibition, hits mostly inhibitors; 410,000 tested, 1.2% active; AID 588855; also: potency is read from the fitted curve at half-maximal effect; % is scaled to controls: 0 for no effect and ±100 for the full control effect; nearly all actives have a fitted effect of over 65% in size
#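 Per well, imaged GFP fluorescence of HEPG2 CAGA-GFP cells gives the signal; cells get compound, then TGF-beta (500 pg/mL final), 18 h at 37 degrees C; %Activity versus -TGF-beta and +DMSO controls.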
# EPAC2 antag = antagonists of human EPAC2 | Q8WZA2 | EPAC2 GEF exchange of Rap1B-BODIPY-GDP, fluorescence | Potency, µM (titrated, usually from 114 µM), without a hit: top-dose activity, negative = inhibition, hits mostly inhibitors | 360,000 tested, 0.18% active | AID 720708; also: potency is read from the fitted curve at half-maximal effect; % is scaled to controls: 0 for no effect and ±100 for the full control effect; nearly all actives have a fitted effect of over 45% in size; many of its hits are not listed in these tables
# Target sequence (Q8WZA2 whole entry, looked up): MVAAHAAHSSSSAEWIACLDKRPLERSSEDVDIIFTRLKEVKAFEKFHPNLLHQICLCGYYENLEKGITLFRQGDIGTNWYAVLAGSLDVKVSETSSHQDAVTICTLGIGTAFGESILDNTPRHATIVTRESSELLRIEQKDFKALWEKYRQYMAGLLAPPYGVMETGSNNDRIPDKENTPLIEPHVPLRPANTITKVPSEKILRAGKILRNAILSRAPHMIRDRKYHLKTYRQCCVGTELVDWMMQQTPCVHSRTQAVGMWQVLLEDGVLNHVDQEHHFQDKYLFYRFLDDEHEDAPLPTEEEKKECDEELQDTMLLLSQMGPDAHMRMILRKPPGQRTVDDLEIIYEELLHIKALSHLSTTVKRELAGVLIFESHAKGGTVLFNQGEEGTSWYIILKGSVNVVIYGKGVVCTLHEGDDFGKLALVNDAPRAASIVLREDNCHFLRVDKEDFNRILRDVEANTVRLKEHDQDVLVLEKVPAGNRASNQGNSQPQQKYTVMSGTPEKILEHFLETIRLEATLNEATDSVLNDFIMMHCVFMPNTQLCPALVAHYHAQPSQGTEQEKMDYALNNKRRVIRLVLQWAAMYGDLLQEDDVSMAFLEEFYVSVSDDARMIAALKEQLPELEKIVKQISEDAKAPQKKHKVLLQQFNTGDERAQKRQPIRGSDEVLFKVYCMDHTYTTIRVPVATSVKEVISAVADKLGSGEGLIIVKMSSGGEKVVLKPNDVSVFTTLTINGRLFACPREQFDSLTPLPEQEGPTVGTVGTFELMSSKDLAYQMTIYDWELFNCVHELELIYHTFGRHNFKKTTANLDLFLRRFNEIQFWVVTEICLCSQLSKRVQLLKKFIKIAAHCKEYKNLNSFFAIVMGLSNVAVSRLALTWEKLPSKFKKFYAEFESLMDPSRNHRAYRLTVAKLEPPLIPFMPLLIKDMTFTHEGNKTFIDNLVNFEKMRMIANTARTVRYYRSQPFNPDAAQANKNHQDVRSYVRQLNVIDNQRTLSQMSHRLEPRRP
# EPAC2 agonist = activates human EPAC2 exchange factor | EPAC2 activation, biochemical qHTS; response scale: 100% = 6.5 mM cAMP response | 360,000 tested, 0.079% active | Q8WZA2 | Potency, µM (series often up to 154 µM), without a hit: at the top dose activation, actives largely listed as activators; also: potency is read from the fitted curve at half-maximal effect; nearly all actives have a fitted effect of over 50% in size
#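 EPAC2 (100 nM) mixed with Rap1B loaded with BODIPY-GDP (250 nM) plus 50 uM unlabeled GDP; compounds pinned in, 5 min RT, then read every 5 min for 30 min (ex 480, em 540 nm). Normalized to cAMP control.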
# A549 viability = counter-screen for Nrf2 inhibitors: cytotoxicity in A549 cells. AID 504648. Potency, µM (doses to about 46 µM), for the others: at the top dose activity change, negative = cytotoxicity, usual class: inhibitors. A549 ARE-Fluc cells, CellTiter-Fluor viability, 18-24 h. 390,000 tested, 0.16% active; also: potency is read from the fitted curve at half-maximal effect; % is scaled to controls: 0 for no effect and ±100 for the full control effect
#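 A549 ARE-Fluc cells in 5% FBS OPTI-MEM, 5000 cells/well, rested 2 h then exposed to compounds in concentration-response for 18-24 h at 37 °C. Viability by CellTiter-Fluor fluorescence (Ex 405/Em 525) after 30 min; luciferase luminescence (BugLite, 15 min, RT) read afterwards.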
# Nrf2 activator = activators of Nrf2 (ARE) signaling; AREc32 ARE-luciferase reporter (MCF7-derived line), luminescence, 24 h; 410,000 tested, 0.31% active; Potency, µM (series often up to 46.1 µM), without a hit: at the highest dose activation, actives largely listed as activators; AID 624171; also: potency is read from the fitted curve at half-maximal effect; % of control where 0% means no effect; nearly all actives have a fitted effect of over 65% in size
#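 Each well held 1000 AREc32 cells, which were incubated with compound for 24 hr at 37 deg C after overnight attachment, and ARE reporter activity was quantified by firefly luciferase luminescence.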
# Akt phos inh = inhibitors of Akt phosphorylation; 360,000 tested, 0.32% active; AID 651550; Neuro2A IGF-stimulated pAkt S473 HTRF, 20 min; active compounds read low; activity change, % for hits at 50 µM; in the data active = activity change below about -80%; inconclusive = mostly about -51% to -80%; also: % is scaled to controls: 0 for no effect and ±100 for the full control effect
#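 Neuro2A cells in DMEM with 0.5% FBS, overnight at 37 deg C, given compound at single 50 µM final, then IGF (6 nM final) for 20 min at 37 deg C. Lysed; phospho-Akt Ser473 by HTRF after 24 h, 665/615 ratio.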
# Nrf2 inh = Nrf2 pathway inhibition; A549 ARE-Fluc reporter, luciferase luminescence, 18-24 h; Potency, µM (highest dose often 46 µM), inactives show at the highest dose activity change, negative = inhibition, usual class: inhibitors; 360,000 tested, 2.1% active; AID 504444; also: potency is read from the fitted curve at half-maximal effect; % is scaled to controls: 0 for no effect and ±100 for the full control effect; nearly all actives have a fitted effect of over 60% in size
#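 Quantitative HTS in A549 cells stably bearing an antioxidant response element-firefly luciferase construct. Inhibition of Nrf2-driven transcription was scored by luminescence after 18-24 h of compound exposure at 37 °C.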
# MmCpn inh = blocks the Methanococcus maripaludis chaperonin Mm-Cpn; purified Mm-Cpn ATPase, ADP Transcreener TR-FRET; Potency, µM (titrated, usually from 76.9 µM), without a hit: at the top dose activity, negative = inhibition, usual class: inhibitors; 330,000 tested, 0.031% active; AID 504842; also: potency is read from the fitted curve at half-maximal effect; % is scaled to controls: 0 for no effect and ±100 for the full control effect; nearly all actives have a fitted effect of over 80% in size
#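 Inhibition of chaperonin ATP hydrolysis is measured as reduced ADP production, detected by competitive TR-FRET in which signal falls with ADP. Final enzyme 25 nM and ATP 10 uM, reacted 30 min at 37°C.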
# CCT modulator = changes cytosolic chaperonin activity; purified chaperonin ATPase assay, HTRF ADP detection, 30 min; activity change, % (test concentration not listed), hits read low; 360,000 tested, 0.3% active; AID 651819; in the data active = activity change below about -30%; also: % is scaled to controls: 0 for no effect and ±100 for the full control effect
#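 TRiC at 40 or 20 nM final (batch-dependent) in 30 mM Tris pH 7.4, 100 mM KCl, 5 mM MgCl2, 1 mM DTT, with compound at single 76 uM and 10 uM ATP, 30 min at 37 deg C. ADP detected by HTRF Transcreener, 665/615 ratio.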
# * = called active by the depositor; i = inactive; u = inconclusive; x = not tested or not shown; & = joins results of further samples; [ ] = another dose, or the depositor's remark. Unless noted, calls follow the shape of the dose curve; as a rule, active = well fitted curve in the direction sought with a large enough effect; inconclusive = small, poorly fitted or top-dose-only effect, or another doubt; inactive = no such curve, though single readings can be large; an effect the other way counts as inactive or inconclusive. Only part of the results is shown; the hit share may differ from the screen's.
# Values in the order – TGFb inhibitor | EPAC2 antag | EPAC2 agonist | A549 viability | Nrf2 activator | Akt phos inh | Nrf2 inh | MmCpn inh | CCT modulator
> COc1cc(COC(=O)c2cnc(C)cn2)c(OC)cc1Br
  12% | -3% | 13% | -3% | 0.2% | i | 13% | -1% | -52*
> CCS(=O)(=O)N1CCc2cc(C(=O)N3CCN(c4cccc(C(F)(F)F)c4)CC3)ccc21
  11µM* | x | x | 1% | -1.2% | x | -16% | x | x
> NNC(=O)c1ccc(Cn2cc(Br)c(N)n2)cc1
  19% | -4% | 3% | 3% | -0.3% | i | -5% | 1% | 1.2
> O=C(CC12CC3CC(CC(Br)(C3)C1)C2)Nc1cccc(S(=O)(=O)NC2=NCCC2)c1
  -1% | 1% | 5% | -1% | -0.8% | i | 1% | 2% | -1.5
> COC(=O)CCCCCCCCC(O)CN1CCCCC1 (stereo not drawn)
  -4% | 11% | 3% | -1% | -0.6% | i | 5% | 1% | -0.4
> O=C(COc1ccc(Br)cc1Br)NC1CCCC1
  u | -24% | -1% | 15% | 18% | i | 2% | -3% | -0.3
> COc1ccc(NC(=O)COC(=O)c2ccc(-n3cnnn3)cc2)c([N+](=O)[O-])c1
  10% | 0% | 3% | 0% | -0.1% | i | -7% | 0% | -0.2
> COc1ccc(S(=O)(=O)N2CCN(C)CC2)cc1C(=O)Nc1ccccc1
  -1% | 7% | 3% | 5% | -1.0% | i | 4% | 1% | -0.4
> COc1cccc(C2=CC(c3cccc(OC)c3OC(F)F)n3nnnc3N2)c1 (stereo not drawn)
  -5% | 7% | -3% | -4% | 4.1% | i | u | 2% | -1.8
> CC(=O)N1CCC(N(C(=O)Nc2ccc(C)c(F)c2)C(C)C)CC1
  -2% | x | x | 3% | 3.9% | x | 12% | x | x
> CCOc1ccc(NC(=O)C[n+]2ccccc2)cc1
  5% | 0% | 7% | 10% | 2.8% | i | 17% | 0% | -4.7
> CC(=O)Nc1ccc(NC(=O)C2CCN(S(=O)(=O)c3ccc4c(c3)OCCO4)CC2)cc1
  -12% | -5% | 1% | 2% | -0.3% | i | -2% | 2% | -1.7
> O=C(COC(=O)C1CCC1)Nc1cc(S(=O)(=O)N2CCOCC2)ccc1Cl
  2% | 0% | 5% | x | -0.3% | i | x | x | 0.8
> O=C(Cn1cccc1C(=O)c1ccccc1)NCc1ccccc1Cl
  -6% | 1% | -4% | -1%&1% | -0.4%&4.7% | i | u | 1% | -0.5
> Cc1cc(C)c2[nH]c(O)c(N=Nc3ccc(C(=O)O)cc3)c2c1
  7% | -29% | 5% | -9% | 2.7% | i | 14% | 0% | -2.9
> Cc1cc([N+](=O)[O-])ccc1NC(=O)c1cncc(Br)c1
  5% | 6% | -6% | -5% | 0.3% | i | -7% | -2% | 0.5
> O=C(COC(=O)CCc1nc2ccccc2s1)NCc1ccco1
  2% | -3% | 9% | -4% | 0.1% | i | -8% | -5% | 0.1
> CN(C)c1ncnc2c1ncn2[C@H]1CN(Cc2ccc(F)cc2)C[C@@H](CO)O1
  15% | -6% | 9% | x | -0.8% | i | x | x | -5.6
> COc1ccc(/C=C/C(=O)NC(=S)NNC(=O)c2cccs2)cc1
  -31% | 5% | -1% | -2% | 1.0% | i | u | -1% | 1.8
> C=CCn1cnc2c(nnn2-c2ccc(C)c(Cl)c2)c1=O
  10% | 25% | -2% | 6% | 4.5% | i | 9% | -2% | -1.8
> CN(c1ccccc1)S(=O)(=O)c1ccc(Cl)c(C(=O)OCC(=O)NCc2ccco2)c1
  -16% | -10% | -2% | -2% | 8.0% | i | 3% | -1% | 0.6
> C=C1CCN([C@H](C(=O)NCc2cc(OC)c(OC)c(OC)c2)C(C)C)S(=O)(=O)c2ccccc21
  -9% | -9% | -1% | -2% | -0.2% | i | -6% | 1% | -1.2
> C=CCc1ccc(OCCCCN2CCC(C)CC2)c(OC)c1
  -10% | -4% | 14% | -1% | -0.3% | i | 12% | -1% | -1.4
> Cc1nc2sc(C(c3ccc(C(C)C)cc3)N3CCN(CCO)CC3)c(O)n2n1 (stereo not drawn)
  -11% | -1% | -2% | -7% | -0.4% | i | -2% | -4% | -0.7
> C=CCOc1c(Cl)cc(CNc2ccc3[nH]c(=O)[nH]c3c2)cc1OC
  -23% | 5% | -12% | 8% | 2.2%[9.22 µM] | i | 9% | -1% | -0.2
> Cc1ccc(Nc2ccc3cc(S(=O)(=O)N4CCC(C)CC4)ccc3n2)c(Cl)c1
  -26% | x | x | -18% | -0.5% | x | -8% | x | x
> S=c1[nH]nc(-c2ccccn2)n1/N=C/c1ccc(Br)s1
  -2% | -2% | -10% | 0% | 4.4% | i | u | 1% | -1.8
> O=C(O)c1ccccc1N(Cc1ccccc1)C(=O)COc1ccccc1
  12% | 1% | 6% | -2% | -0.1% | i | 1% | -3% | 0.4
> CCNC(=O)c1ccccc1NC(=O)C1CC(=O)N(C(C)C)C1 (stereo not drawn)
  2% | 8% | 14% | 1% | -0.7% | i | 4% | 2% | 0.2
> Cc1cccc(CN2CCN(C3CN(Cc4cn(Cc5ccc(F)cc5)nn4)S(=O)(=O)C3)CC2)c1 (stereo not drawn)
  x | 3% | 13% | x | 3.3% | i | x | x | -2.9

# Whole records as entered above. Order of screens: TGFb inhibitor | EPAC2 antag | EPAC2 agonist | A549 viability | Nrf2 activator | Akt phos inh | Nrf2 inh | MmCpn inh | CCT modulator
# CN(c1ccccc1)S(=O)(=O)c1ccc(Cl)c(C(=O)OCC(=O)NCc2ccco2)c1 across the screens: -16% | -10% | -2% | -2% | 8.0% | i | 3% | -1% | 0.6
# Cc1cc([N+](=O)[O-])ccc1NC(=O)c1cncc(Br)c1 across the screens: 5% | 6% | -6% | -5% | 0.3% | i | -7% | -2% | 0.5
# CCOc1ccc(NC(=O)C[n+]2ccccc2)cc1 across the screens: 5% | 0% | 7% | 10% | 2.8% | i | 17% | 0% | -4.7

# (continued)
# Values in the order – TGFb inhibitor | EPAC2 antag | EPAC2 agonist | A549 viability | Nrf2 activator | Akt phos inh | Nrf2 inh | MmCpn inh | CCT modulator
> CC(=O)N1CCc2c(sc(NC(=O)C3COc4ccccc4O3)c2C(N)=O)C1 (stereo not drawn)
  0% | -12% | -2% | 0% | 4.3% | i | -13% | -2% | -3.3
> Cc1ccccc1C(=O)Nc1ccc(-c2nc3ccc(C(=O)c4ccccc4)cc3[nH]2)cc1
  23% | 5% | -28%[15.6 µM] | -10% | 2.6% | x | 21µM* | -24% | -0.5
> Cc1nc(NC(=O)c2ccc3c(c2)OCCO3)ccc1Br
  -8% | -5% | 7% | -1% | 5.9% | i | 18% | -2% | -1.4
> O=C(NCc1cccnc1)/C(=C/c1ccco1)NC(=O)c1ccccc1
  3% | -4% | 11% | 0% | -0.2% | i | -2% | -4% | -0.8
> CC(=O)Nc1ccc(S(=O)(=O)c2ccc(C)cc2)cc1
  6% | -1% | -5% | 2% | -0.6% | i | -7% | 1% | -0.5
> CN(C(=O)c1ccc2c(c1)CCN2S(C)(=O)=O)c1ccccc1
  5% | 10% | -2% | -2% | 0.1% | i | -5% | -1% | 2.7
> O=C(NCCc1ccccc1)c1cccc(NC(=O)C2CC2)c1
  0% | -7% | 10% | 7% | 0.8% | i | u | x | 0.0
> Cc1ccc(S(=O)(=O)N2CCCC2C(=O)OCc2ccccc2)cc1 (stereo not drawn)
  -6% | -6% | 11% | -1% | -0.6% | i | 5% | -1% | -2.5
> COc1ccc(NS(=O)(=O)c2ccc(NC(=O)C3CCCO3)cc2)cc1 (stereo not drawn)
  8% | -1% | 13% | -3% | 0.1% | i | u | -1% | -3.9
> Cc1ccc(O)c(NC(=S)NC(=O)C(C)C)c1
  4% | -2% | 8% | 4% | 24% | i | 14% | 1% | -1.8
> CN(C1(C)CCS(=O)(=O)C1)S(=O)(=O)c1cccc([N+](=O)[O-])c1 (stereo not drawn)
  1% | 9% | 6% | 11% | 2.2% | i | 2% | 0% | 1.5
> COC(=O)/C(=C/c1c[nH]c2ccccc12)NC(C)=O
  -8% | 8% | 2% | 0% | 0.2% | i | u | 3% | -0.7
> CC(=O)c1ccc(N2CCN(S(=O)(=O)c3ccc4c5c3CC(=O)N5CC(C)S4)CC2)cc1 (stereo not drawn)
  u | 8% | 5% | -2% | u | i | 1% | -5% | 2.1
> COc1ccccc1Oc1ccc(S(=O)(=O)N2CCOCC2)cc1S(=O)(=O)N1CCOCC1
  6% | 14%[57.1 µM] | -19% | -1% | 0.2% | i | 4% | -1% | -7.5
> CCCC1NC(=S)N(C2CCCCC2)C1=O (stereo not drawn)
  -5% | 21% | 4% | 3% | 1.6% | i | 9% | 0% | -0.4
> CCCNC(=O)c1nnsc1S(=O)c1ccc(Cl)cc1 (stereo not drawn)
  u | -13% | 21% | -1% | -2.4% | i | -3% | -2% | -5.2
> C=CCN1C(=O)CSC1=Nc1cccc(O)c1
  -9% | 2% | 1% | 0% | 0.3% | i | 4% | -1% | -2.0
> O=C(O)c1cncc(Br)c1
  8% | 1% | 3% | -9% | 0.1% | i | 20% | 1% | -0.3
> Cc1nc2ccccc2c(=O)n1/N=C/c1ccccc1Cl
  0% | -4% | 17% | -3% | 3.6% | i | u | -1% | 1.1
> CCN(CC)S(=O)(=O)c1ccc(NC(=O)CO/N=C(\N)c2ccccc2)cc1
  -9% | 4% | 3% | -1% | 2.1% | i | -27% | 1% | -0.9

# Source: PubChem BioAssay (National Center for Advancing Translational Sciences (NCATS))
